High-throughput results from PubChem BioAssay.
EPAC1 antag: EPAC1 (human) antagonism; Potency, µM (highest dose often 115 µM), without a hit: at the top dose activity change, negative = inhibition, hits mostly inhibitors; AID 720709; O95398; EPAC1 GEF assay, Rap1b-BODIPY-GDP exchange fluorescence; 0.14% of 360,000 active;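 further: potency means the concentration at half of the fitted maximal effect; plate controls were vehicle for no effect and positive control for full effect; nearly all actives have a fitted effect of over 50% in size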
PI5P4K alpha inh: inhibitors of human PI5P4K alpha. P48426. PI5P4Kalpha enzyme, ADP-Glo luminescence, 60 min; stronger effect = lower value. max response, %. 1.2% of 330,000 active. AID 652105; active means max response of -50% or lower; inconclusive means between -30% and -50%; inactive means -30% or higher; further: value at the top dose of about 77 µM; on the % scale 0 is the no-effect control and ±100 the full control effect
Target sequence (P48426 whole entry, looked up): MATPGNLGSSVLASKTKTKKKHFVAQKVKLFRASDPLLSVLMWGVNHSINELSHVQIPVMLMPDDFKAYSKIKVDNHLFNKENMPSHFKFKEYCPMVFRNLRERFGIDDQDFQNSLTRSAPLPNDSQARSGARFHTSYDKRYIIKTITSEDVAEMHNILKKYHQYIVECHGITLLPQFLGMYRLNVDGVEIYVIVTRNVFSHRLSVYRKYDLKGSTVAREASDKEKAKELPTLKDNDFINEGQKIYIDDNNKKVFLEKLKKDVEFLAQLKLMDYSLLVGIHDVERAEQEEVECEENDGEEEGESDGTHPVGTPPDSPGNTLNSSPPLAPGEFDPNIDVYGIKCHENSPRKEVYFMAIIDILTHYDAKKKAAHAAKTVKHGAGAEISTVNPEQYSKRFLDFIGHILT
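Human PI5P4Kalpha with substrate in 0.038 M HEPES pH 7.4, 0.28 mM EGTA, 0.1% CHAPS, 5% DMSO; reaction started with 5 microM ATP (final), 60 min at room temperature. ADP formed read by ADP-Glo luminescence.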
PLK1 PBD block: PLK1 (human) polo-box domain binding inhibition; 2.8% of 360,000 active; AID 720504; Plk1 PBD binding of FITC phosphopeptide, fluorescence polarization; Potency, µM, without a hit: max response, negative = inhibition, most hits filed as inhibitors; further: potency means the concentration at half of the fitted maximal effect; series mostly up to about 57 µM; on the % scale 0 is the no-effect control and ±100 the full control effect; nearly all actives have a fitted effect of over 65% in size
Target sequence (P53350 whole entry, looked up, the tested form may be a part): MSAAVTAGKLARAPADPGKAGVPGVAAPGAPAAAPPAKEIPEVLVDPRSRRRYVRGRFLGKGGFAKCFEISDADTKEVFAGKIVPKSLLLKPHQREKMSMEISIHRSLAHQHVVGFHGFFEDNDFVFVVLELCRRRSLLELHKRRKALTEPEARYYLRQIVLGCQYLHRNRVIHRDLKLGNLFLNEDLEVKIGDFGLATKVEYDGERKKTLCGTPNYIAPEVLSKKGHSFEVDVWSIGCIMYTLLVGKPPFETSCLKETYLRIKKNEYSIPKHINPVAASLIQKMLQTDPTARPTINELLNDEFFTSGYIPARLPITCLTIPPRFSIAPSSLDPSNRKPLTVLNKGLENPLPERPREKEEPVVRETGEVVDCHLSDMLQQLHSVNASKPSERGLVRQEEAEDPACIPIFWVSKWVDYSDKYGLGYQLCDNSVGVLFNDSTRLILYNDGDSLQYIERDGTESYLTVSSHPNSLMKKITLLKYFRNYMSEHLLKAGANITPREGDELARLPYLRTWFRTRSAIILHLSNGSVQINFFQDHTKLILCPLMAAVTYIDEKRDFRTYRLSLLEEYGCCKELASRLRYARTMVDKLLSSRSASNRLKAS
EPAC2 agonist: EPAC2 (human) agonism; AID 720711; Q8WZA2; Potency, µM (highest dose often 154 µM), for inactives: at the highest dose activation, actives largely listed as activators; 0.079% of 360,000 active; EPAC2 activation, biochemical qHTS; response scale: 100% = 6.5 mM cAMP response; further: potency means the concentration at half of the fitted maximal effect; nearly all actives have a fitted effect of over 50% in size
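Fluorescence exchange assay: 100 nM EPAC2 with 250 nM RAP1B-BODIPY-GDP and 50 uM GDP; compounds tested as a concentration-titration series (qHTS). Loss of Rap1-bound BODIPY-GDP fluorescence read at 480/540 nm; data normalized to 6.5 mM cAMP.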
CCT chaperon mod: cytosolic chaperonin activity modulation; activity change, % (concentration not given with the values), hits read low; purified chaperonin ATPase assay, HTRF ADP detection, 30 min; 0.3% of 360,000 active; in the data active means activity change below about -30%; further: on the % scale 0 is the no-effect control and ±100 the full control effect
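We incubate TRiC, 40 or 20 nM final, with library compounds at 76 uM and 10 uM ATP for 30 min at 37 °C. ADP formed is detected with Transcreener HTRF reagents after 30 min at room temperature.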
IL2 activator: IL-2 activation; 0.065% of 360,000 active; activation, % (series mostly up to about 46 µM); IL-2 activation reporter assay, cell-based qHTS; stimulated with anti-CD3/CD4/CD28 beads; in transgenic mouse T cells; in the data active means activation above about 50%; inconclusive means mostly about 30% to 49%; further: 0% is about no effect
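Readout: EGFP and DsRed signals by fluorescent plate cytometry. Unstimulated transgenic mouse T cells received compound 60 min before antibody-bead stimulation, then incubated 18 h at 37 degrees C.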
WRN helicase inh: WRN helicase (human) inhibition. WRN helicase unwinding, fluorescent forked duplex, kinetic. 0.46% of 360,000 active. AID 651768. Potency, µM (titrated, usually from 114 µM), for the others: at the highest dose activity change, negative = inhibition, usual class: inhibitors; further: potency means the concentration at half of the fitted maximal effect; on the % scale 0 is the no-effect control and ±100 the full control effect; nearly all actives have a fitted effect of over 55% in size
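Kinetic red-fluorescence monitoring (525/598 nm) tracks WRN helicase activity after 100 nM fluorophore-quencher forked duplex and 2 mM ATP are added to 20 nM enzyme pretreated 15 min at room temperature with compound.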
EPAC1 ag: activates human EPAC1 exchange factor; Potency, µM (titrated, usually from 154 µM), for inactives: at the top dose activation, usual class: activators; O95398; EPAC1 agonist qHTS, biochemical assay; response scale: 100% = response to 6.5 mM cAMP; 0.073% of 360,000 active; further: potency means the concentration at half of the fitted maximal effect; nearly all actives have a fitted effect of over 60% in size
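Nucleotide exchange by EPAC1 (100 nM) on Rap1B–BODIPY-GDP (250 nM) in the presence of 50 uM GDP is tracked fluorescently at 480/540 nm over 30 min. Signals are normalized to a 6.5 mM cAMP control.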
An asterisk follows results filed as active; ? = inconclusive; nt = not tested or not shown; [ ] = another dose, or the depositor's remark. Unless noted, the call rests on the fitted dose curve; in most records, active means well fitted curve in the direction sought with a large enough effect; inconclusive means small, poorly fitted or top-dose-only effect, or another doubt; inactive means no such curve, though single readings can be large; an effect the other way counts as inactive or inconclusive. Only part of the results is shown (hit frequency here may not be typical).

SMILES	EPAC1 antag	PI5P4K alpha inh	PLK1 PBD block	EPAC2 agonist	CCT chaperon mod	IL2 activator	WRN helicase inh	EPAC1 ag
COc1ccc(/C=N/NC(=O)c2ccc[nH]2)cc1	-5%	2	3%	14%	-1.2	-3.3	-4%	2%
CN(C)S(=O)(=O)c1ccc(C(=O)N(c2ccccn2)c2ccccn2)cc1	6%	nt	-4%	9%	0.9	-1.2	5%	1%
O=C(Nc1cc(Cl)cc(Cl)c1)Nc1cnccn1	-8%	-5	-1%	5%	-1.3	-2.3	1%	-15%
O=c1ccc(=O)n2n1CC(O)C2	-5%	8	-4%	3%	-3.6	-0.1	-1%	1%
O=C(CCCc1cccs1)Nc1nccs1	-17%	4	-14%	2%	-2.2	1.9	11%	7%
COc1ccc(Cl)cc1N1C(=O)CN(Cc2cc(OC)c(OC)c(OC)c2)C1=S	-15%	-6	7.5µM*	-9%	-2.2	-0.7	-3%	7%
CC(=O)c1ccc(NC(=O)C2(c3ccccc3)CC2(Cl)Cl)cc1 (stereo not given)	6%	10	1%	6%	-0.2	0.0	-7%	8%
Cc1ccc(NC(=O)CN(C)C(=O)c2cc(C)on2)cc1	-1%	-6	3%	-1%	0.7	-0.6	3%	-4%
Cc1oc(-c2cc(Cl)cc(Cl)c2)cc1C(=O)NCCc1ccccc1	-16%	-1	-17%	7%	-0.3	0.4	-4%	3%
Cc1onc(-c2ccccc2Cl)c1C(=O)OCN1C(=O)c2ccccc2C1=O	4%	-1	1%	-34%[inhibitor][15.6 µM]	-0.6	0.6	-2%	4%
COc1ccccc1Cn1c(/C=C/c2ccccc2)nc2ccccc21	-13%	2	-1%	10%	-0.9	-5.6	-15%	7%
Cc1ccc([N+](=O)[O-])cc1S(=O)(=O)Nc1ccc(C(=O)N2CCN(C(=O)c3ccco3)CC2)cc1	5%	-53*	0%	0%	-1.6	0.0	-5%[11.6 µM]	7%
NC(=O)c1ccc(OCc2ccccc2)nc1	-23%	1	-3%	8%	-4.7	1.1	-12%	-4%
Cc1[nH]c2ccccc2c1C(=O)C(=O)NCCC1=CCCCC1	-22%	-5	-10%	1%	-0.2	-1.8	-2%	4%
COc1cccc(C(=O)Nc2cc(C)c3c(=O)oc4ccccc4c3n2)c1	-10%	1	-5%	13%	0.6	-1.8	-2%	-1%
CC1(N(O)C=C2C=CC(=O)C=C2)CCCCC1=O (stereo not given)	-11%	2	-9%	6%	-0.5	3.6	9%	-10%
CC(Nc1cccc(C(=O)NC2CC2)c1)c1nnc(-c2ccccc2)o1 (stereo not given)	7%	-1	-11%	11%	-2.3	-0.2	6%	2%
CC(C)C(=O)N1CCN(c2ccccc2NC(=O)c2ccco2)CC1	-4%	-59*	-6%	6%	-2.6	-1.1	-15%	7%
NC(=O)Nc1ccc(C(=O)N2CCN(S(=O)(=O)Cc3ccccc3)CC2)cc1	35%[activator]	-7	-1%	8%	0.0	-0.3	7%	-3%
O=C(O)c1c2c(nc3ccc(S(=O)(=O)N4CCC(C(=O)NCc5ccccc5Cl)CC4)cc13)CCCC2	-9%	-8	-11%	-2%	-2.0	-0.6	-24%	4%
CCOCc1nc(C)c(Cl)c(NS(=O)(=O)c2ccc(N)cc2)n1	11%	9	-7%	-3%	-6.4	-0.5	-5%	6%
C=CC[C@H](CC(=O)N(CCO)Cc1ccccc1)C(=O)N[C@H](C)COC(=O)[C@@H](CC=C)CC(=O)OC(C)(C)C	-7%	0	2%	-10%	-0.7	-0.4	6%	-17%
Cc1nnc(NC(=O)C2CSC3(C)CCC(=O)N23)s1 (stereo not given)	-2%	-2	-17%	-3%	0.4	0.5	-7%	0%
CCC[n+]1cn(/C(C(=S)Nc2cccc(Cl)c2C)=C(/[O-])c2ccc(OC)c(OC)c2)c2ccccc21	?	-4	-13%	10%	-3.9	-3.6	9%	0%

Reprinted from the part before: two entries; new compounds follow.
SMILES	EPAC1 antag	PI5P4K alpha inh	PLK1 PBD block	EPAC2 agonist	CCT chaperon mod	IL2 activator	WRN helicase inh	EPAC1 ag
Cc1nnc(NC(=O)C2CSC3(C)CCC(=O)N23)s1 (stereo not given)	-2%	-2	-17%	-3%	0.4	0.5	-7%	0%
CCC[n+]1cn(/C(C(=S)Nc2cccc(Cl)c2C)=C(/[O-])c2ccc(OC)c(OC)c2)c2ccccc21	?	-4	-13%	10%	-3.9	-3.6	9%	0%
CC1(N(O)/C=C2\C=CC=CC2=O)CCCCC1=O (stereo not given)	?	7	-7%	2%	1.0	0.0	-13%	-3%
CC1(C)CC(=O)/C(=C(\O)c2ccccc2)C(=NCCc2ccccc2)C1	-23%	2	-11%	3%	-1.3	-2.1	-23%	-7%
Cc1csc2c(N3CCN(C(=O)NC(C)(C)C)CC3)ncnc12	-5%	-2	-6%	5%	-0.6	-5.0	3%	-1%
COCCNCC(=O)Nc1ccccc1Sc1ccccc1	-2%	-1	-12%	1%	-0.4	1.5	6%	-5%
O=C(O)c1ccc(CSc2ncn[nH]2)cc1	-4%	nt	1%	0%	1.9	-1.5	4%	1%
CCCSc1ccc([C@@H]2[C@H]3C(=O)N(CC)C(=O)[C@H]3[C@]3(C(=O)OC)CCCCN23)cc1	-5%	12	3%	11%	-1.3	0.1	-8%	-4%
COc1cc(/C=C/C(=O)N2CCCc3ccccc32)cc(OC)c1OC	-5%	7	-7%	1%	-1.1	-0.9	-18%	7%
O=C(OCC(=O)N1CCc2ccccc21)c1ccncc1	5%	-1	1%	13%	0.0	2.9	2%	-6%
CS(=O)(=O)N(CC(=O)N1CCc2ccccc2C1)Cc1ccc(Cl)cc1	-1%	nt	-7%	5%	1.3	-2.5	-1%	0%
CCOn1c(=O)c(-c2ccc(OC)c(OC)c2)[n+]([O-])c2ccccc21	11%	0	-6%	-9%	1.5	-0.2	-2%	1%
C[C@H](CO)N1C[C@H](C)[C@@H](CN(C)C(=O)Nc2ccc(C(F)(F)F)cc2)Oc2c(NS(=O)(=O)c3cn(C)cn3)cccc2C1=O	?	13	-10%	-1%	1.9	0.1	-4%	-8%
Cn1c(SCC(=O)c2ccccc2)nnc1C1CC1	3%	-7	?	3%	-0.7	1.2	5%	1%
Cc1ccc(NC(=S)NNC(=S)NNc2ccccc2)cc1C	4%	-19	?	13%	0.7	-3.8	7%	7%
CC1CC(C)CN(C(=O)CSc2nnc(-c3ccc(Cl)cc3)o2)C1 (stereo not given)	3%	4	-2%	1%	-1.4	-3.0	15%	2%
CCN(C(=O)COC(=O)/C=C/c1cccc(Cl)c1)c1c(N)n(Cc2ccccc2)c(=O)[nH]c1=O	-8%	-7	1%	-1%	-0.2	2.4	8%	-3%
O=C(OCC(=O)N1CCN(C(=O)c2ccco2)CC1)c1cc(=O)c2ccccc2o1	13%	-3	-21%	-5%	-3.3	-0.4	5%	1%
CCn1ccnc1CN(C)C(=O)c1ccc2nc(Cc3ccc(OC)cc3)oc2c1	-6%	-2	-16%	-4%	1.1	-5.9	-2%	-7%
Cc1cccn2c(=O)c3cc(C(=O)O)n(C)c3nc12	-1%	?	-23%	11%	1.1	-2.0	-5%	-2%
O=C(Nc1ccc(S(=O)(=O)N2CCOCC2)cc1)c1ccc(F)cc1	-7%	-1	-16%	2%	-0.4	-2.0	4%	-1%
Cc1nn(Cc2ccccc2)c(C)c1NC(=O)CSc1nnc(-c2cc(Cl)ccc2O)n1C	2%	nt	0%	0%	-6.9	-1.3	-21%[57.1 µM]	-4%
COCC(Cc1ccccc1)NC(=O)Cn1cc(C)c(=O)[nH]c1=O (stereo not given)	-4%	-2	-11%	12%	-2.9	0.4	-2%	-6%
O=C(Cc1ccccc1)NCCc1cn2ccsc2n1	4%	2	-6%	5%	-1.6	1.5	4%	-9%
CCCC(C)NC(=O)c1cccc(Oc2ccccc2)c1 (stereo not given)	-26%	12	-9%	5%	2.0	-0.7	-4%	-3%
CC(C)Oc1ccc(C(=O)NC2CCSc3ccccc32)cc1 (stereo not given)	-12%	1	-8%	-4%	1.0	-1.1	-21%	-12%

PLK1 PBD block: entries above that show a hit.
smiles	EPAC1 antag	PI5P4K alpha inh	PLK1 PBD block	CCT chaperon mod	IL2 activator	WRN helicase inh
COc1ccc(Cl)cc1N1C(=O)CN(Cc2cc(OC)c(OC)c(OC)c2)C1=S	-15%	-6	7.5µM*	-2.2	-0.7	-3%

Continued:
SMILES	EPAC1 antag	PI5P4K alpha inh	PLK1 PBD block	EPAC2 agonist	CCT chaperon mod	IL2 activator	WRN helicase inh	EPAC1 ag
O=C(N/N=C/c1ccccc1OCc1ccccc1Cl)c1cccnc1	-4%	5	3%	9%	-0.1	-2.7	-9%	1%
O=C(COC(=O)CN1C(=O)C2CC=CCC2C1=O)Nc1cccc([N+](=O)[O-])c1 (stereo not given)	2%	-1	0%	9%	-1.1	-0.2	13%	3%
CC(=O)OCC(=O)c1ccc2ccn(C(C)=O)c2c1	4%	nt	2%	1%	0.5	-0.4	1%	-3%
COc1ccc(N2CCN(C(=O)c3cn(C4CCCC4)c(=O)c4c3c3ccccc3n4C)CC2)cc1	-8%	-1	0%	13%	1.6	-0.8	-10%	14%
COC(=O)[C@H](CC(C)C)NC(=O)Nc1cccc(Br)c1	10%	4	-8%	4%	-2.9	-1.6	3%	-4%
CCOc1ccc(CNC(=O)C2CCCN(S(=O)(=O)N3CC(C)CC(C)C3)C2)cc1OC (stereo not given)	11%	-7	-8%	-14%	-1.8	-0.8	14%	-19%
CC(/C=N/NC(=O)c1nnn(-c2nonc2N)c1CN1CCCCC1)=C\c1ccccc1	-1%	7	-13%	0%	-0.9	-3.7	-5%	-1%
CCCCOCCCNC(=O)C[C@@H]1C[C@@]2(C(=O)OC)CC(C)(C)CC=C2N(Cc2ccco2)C1=O	-12%	-7	-6%	-14%	nt	-0.6	5%	-11%
NC(N)=NS(=O)(=O)c1ccc(NC(=S)NC(=O)/C=C/c2cccs2)cc1	2%	-17	-5%	9%	-4.1	-5.0	-21%	6%
Cc1ccc(S(=O)(=O)Cn2nnnc2CN2CCOCC2)cc1	0%	nt	-4%	-3%	1.1	0.2	4%	8%
Cc1ccc(S(=O)(=O)CC(C)N2CCOCC2)c(S(=O)(=O)CC(C)N2CCOCC2)c1 (stereo not given)	-12%	4	?	4%	-41*	-0.9	2%	0%
COc1cccc(-c2ccc3ncnc(NCc4cc(C)cs4)c3c2)c1	-6%	nt	nt	13%	nt	-1.7	nt	7%
CCCc1ccccc1OCCNC(C)=O	7%	?	3.4µM*	-3%	-1.2	-2.5	-2%	0%
CN(C)c1nc(N)nc(Cn2nnc(-c3ccc(C(F)(F)F)cc3)n2)n1	-11%	7	-8%	-7%	2.3	-0.8	3%	-12%
